High-throughput results from PubChem BioAssay.
C-LANA FP: blocks KSHV LANA C-terminal domain binding to DNA; MBP-C-LANA/FAM-LBS DNA binding, fluorescence polarization; inhibition, % at 9 µM; AID 504423; hit rate 0.078% among 340,000;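 active = highest replicate inhibition at or above 60% at 9 µM, even if other replicates fall short; inactive = all replicates below 60% inhibition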;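 note: 0% = neutral control wells and 100% = 4 µM acridine orange control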
NSD2 inh: inhibitors of human histone methyltransferase NSD2. AID 743445. hit rate 0.54% among 310,000. inhibition, % at 12.5 µM. NSD2 peptide methylation, AlphaScreen, 120 min; in the data active = inhibition above about 50%
CAL PDZ FP-1: blocks peptide binding to the human CAL PDZ domain. purified CAL PDZ, TMR-peptide fluorescence polarization, 1 h. inhibition, % at 24.9 µM. hit rate 0.92% among 300,000. AID 602252;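 active = mean inhibition of at least 30% with at least half of replicates also reaching 30%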;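 note: 0% = DMSO neutral control and 100% = excess unlabeled competitor peptide PRC23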
Arrestin-AP2 inh: blocks beta-arrestin peptide binding to AP2 adaptin. AID 504490. FITC-arrestin peptide / GST-AP2 beads, flow cytometry; AP2 beta2 appendage carries R879A mutation. inhibition, % at 10 µM. hit rate 0.31% among 340,000;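 active = inhibition above a set limit, near 3 SD of compounds lacking own fluorescence, cut at about 54% in these data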;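 note: plate controls were DMSO wells for no effect and 5 µM unlabelled arrestin peptide for full effect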
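System: GST-AP2 R879A glutathione beads; medium: PBS, Tween 20 0.05%, BSA 0.1%; reagent: fluorescein-tagged arrestin peptide at 50 nM final; schedule: pre-incubation 12 min, peptide binding 1 h, room temperature; detection: flow cytometry, FL1 (488/535 nm); read-out: inhibition as reduced fluorescein signal on beads, percent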
V-ATPase pH: regulators of yeast V-ATPase proton transport. hit rate 0.37% among 350,000. AID 504577. response, % at 10 µM. S. cerevisiae, pHLuorin cytosolic pH fluorescence; in the data active = response mostly above about 7.3%, no sharp cut-off; inactive = mostly below about 5.4%; note: actives read high; inactives centre near 0; some compounds called inactive have numbers as strong as hits
Cardiac RTF inh: cardiac RTF calcium desensitization; P19429+P45379; IANBD-labeled cardiac RTF, Ca2+ fluorescence; inhibition, % at 7.15 µM; hit rate 0.12% among 340,000;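 active = inhibition above the mean inhibition of all tested compounds plus 3 SD, cut at about 17% in these data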;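 note: assay run at fixed EC70 calcium of 1.6 mM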
DAGLB inh: diacylglycerol lipase beta (human) inhibition. AID 504411. inhibition, % at 5.17 µM. Q8NCG7. HEK293T DAGLB membrane lysate, EnzChek fluorogenic substrate. hit rate 0.059% among 340,000; in the data active = inhibition above about 34%;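 note: 0% = enzyme with vehicle and 100% = wells lacking enzyme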
Keap1 Nrf2 FP: Keap1-Nrf2 (human) interaction inhibition | Q14145 | Keap1 Kelch-Nrf2 peptide fluorescence polarization, 1536-well | inhibition, % at 9.4 µM | hit rate 0.15% among 340,000 | AID 504523; in the data active = inhibition above about 12%;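 note: human Keap1 Kelch domain with fluorescein labeled Nrf2 9mer peptide probe; 0% = neutral control wells and 100% = peptide positive control; higher means more block of Keap1 binding to Nrf2 peptide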
CAL PDZ FP-2: inhibitors of human CAL PDZ peptide binding | Q9HD26 | purified CAL PDZ, TMR-peptide fluorescence polarization, 1 h | inhibition, % at 20 µM | hit rate 0.02% among 330,000 | AID 504414;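 active = highest replicate inhibition of at least 40%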;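 note: plate controls were DMSO neutral control wells for no effect and unlabeled competitor peptide control wells for full effect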
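Test system: tagged CAL PDZ domain / Buffer or medium: sodium phosphate/NaCl buffer pH 7.4 with TCEP, IgG, Thesit / Reagent: TMR-labelled reporter peptide T*-PRC34 bound in PDZ groove / Compound dosing: single point, 20 µM / Schedule: 1 h incubation at room temperature before polarization reading / Technique: fluorescence polarization (mP) / Benchmarks: unlabelled peptide, DMSO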
Pemphigus Ab inh: human desmoglein-3 autoantibody binding inhibition. P32926. hit rate 0.48% among 310,000. DSG3-coupled beads, scFv-anti-DSG3-GFP binding, flow cytometry; active compounds read low. AID 588358. binding (percent of control), % at 10 µM;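 active = binding more than 3 SD below its plate's average and above zero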;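 note: hits lower antibody fragment binding to DSG3; some compounds called inactive have numbers as strong as hits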
Target sequence (P32926 whole entry, looked up, the tested form may be a part): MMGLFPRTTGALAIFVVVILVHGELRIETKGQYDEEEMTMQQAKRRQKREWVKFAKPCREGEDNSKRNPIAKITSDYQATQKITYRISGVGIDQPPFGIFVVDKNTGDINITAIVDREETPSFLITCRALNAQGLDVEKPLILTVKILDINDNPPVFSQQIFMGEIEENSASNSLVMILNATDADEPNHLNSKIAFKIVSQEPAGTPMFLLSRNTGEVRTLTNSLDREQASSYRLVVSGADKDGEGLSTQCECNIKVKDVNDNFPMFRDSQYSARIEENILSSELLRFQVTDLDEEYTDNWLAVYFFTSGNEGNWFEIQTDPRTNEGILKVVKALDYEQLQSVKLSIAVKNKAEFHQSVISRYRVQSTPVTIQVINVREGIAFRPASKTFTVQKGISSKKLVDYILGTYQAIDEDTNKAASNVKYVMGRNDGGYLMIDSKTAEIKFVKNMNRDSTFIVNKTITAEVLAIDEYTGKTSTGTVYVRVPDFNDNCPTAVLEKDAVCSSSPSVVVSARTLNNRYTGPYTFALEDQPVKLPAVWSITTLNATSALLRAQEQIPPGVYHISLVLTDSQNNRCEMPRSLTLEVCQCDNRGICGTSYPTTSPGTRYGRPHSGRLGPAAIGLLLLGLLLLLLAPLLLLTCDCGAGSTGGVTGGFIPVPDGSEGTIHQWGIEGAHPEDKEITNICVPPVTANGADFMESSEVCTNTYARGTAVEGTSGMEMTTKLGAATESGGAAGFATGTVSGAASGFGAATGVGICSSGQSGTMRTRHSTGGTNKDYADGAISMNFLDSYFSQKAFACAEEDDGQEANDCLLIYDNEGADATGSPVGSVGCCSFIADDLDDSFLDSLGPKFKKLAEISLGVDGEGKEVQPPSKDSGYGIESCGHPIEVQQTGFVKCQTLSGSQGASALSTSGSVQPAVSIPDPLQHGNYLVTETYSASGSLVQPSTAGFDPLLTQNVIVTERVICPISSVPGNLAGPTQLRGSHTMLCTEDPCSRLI
* = called active by the depositor; . = no result given. These rows are one share of the data (hit frequency here may not be typical).

no.	Molecule	C-LANA FP	NSD2 inh	CAL PDZ FP-1	Arrestin-AP2 inh	V-ATPase pH
1	C/C(=N\NC(=O)c1ccc2c(c1)OCO2)c1ccc(C(=O)O)s1	1.3	0	0	0	2
2	O=C(CN1C(=O)S/C(=C\c2ccc(F)cc2)C1=O)NC1C=CS(=O)(=O)C1 (stereo not given)	0.9	-11	-2	43	0
3	CCN1C(=O)[C@@H]2[C@@H](c3ccc(-c4ccc(Cl)c(Cl)c4)cc3)N3CCC[C@@]3(C(=O)OC)[C@@H]2C1=O	-1.7	.	-3	16	-5
4	CCc1ccc2[nH]c3nc(N/N=C/c4ccc(O)cc4O)nnc3c2c1	-2.2	1	-7	-6	-75
5	O=C(NNC(=S)Nc1ccccc1)c1cccnc1	-0.4	-2	0	-10	1
6	O=C(Cc1cccc([N+](=O)[O-])c1)Nc1cccc(C(=O)N2CCOCC2)c1	-1.9	.	0	.	4
7	Clc1ccc(OCc2nc(-c3ccncc3)no2)c(Cl)c1	0.5	-7	-4	-8	4
8	CCCCCC(=O)Nc1cccc(C2=NOC3(C2)C[C@H](C(N)=O)N(C(=O)c2ccccc2)C3)c1 (stereo not given in full)	1.0	.	0	-1	6
9	OCCOCCn1c(C2CCCN2c2nc(-c3ccc(F)cc3)cs2)nc2cc(Cl)c(Cl)cc21 (stereo not given)	-2.2	.	-3	24	-2
10	COc1ccc(C(=O)N2CCOC2CNC(=O)C(=O)NCc2ccc(Cl)cc2)cc1 (stereo not given)	-2.4	-1	7	6	1

no.	Cardiac RTF inh	DAGLB inh	Keap1 Nrf2 FP	CAL PDZ FP-2	Pemphigus Ab inh
1	-6	-1	-6	-0.4	103
2	-2	0	-1	-1.1	.
3	-2	-9	-7	-1.0	95
4	0	6	1	0.7	95
5	1	3	-3	-0.6	110
6	12	0	-2	-0.4	103
7	7	-4	2	-2.6	107
8	2	2	-2	-1.5	103
9	-20	1	-3	1.4	98
10	-2	0	-5	-0.5	116

Remaining list, next part.
no.	Molecule	C-LANA FP	NSD2 inh	CAL PDZ FP-1	Arrestin-AP2 inh	V-ATPase pH
11	Fc1ccc(Oc2nccc(-c3ccc(Cl)cc3)n2)cc1	-0.2	2	0	5	1
12	COc1ccc(NS(=O)(=O)c2ccc(Oc3ncccn3)cc2)cc1	-0.9	0	-4	10	3
13	CCOC(=O)c1sc2nc(C)nc(Nc3ccccc3)c2c1C	0.2	0	-4	-9	6
14	N#Cc1nc(COc2ccccc2Cl)oc1NCc1cccnc1	0.8	2	3	2	-2
15	Cc1cccc(OCC(=O)NNS(=O)(=O)c2ccccc2F)c1	1.1	-5	-4	4	-3
16	CC(C(=O)Nc1ccc2c(c1)OCCO2)N(C)CC(=O)Nc1ccccc1Br (stereo not given)	0.2	0	-3	0	-2
17	COC(=O)c1cc(S(=O)(=O)NCC2CCN(Cc3cccc(F)c3)CC2)cn1C	-1.1	9	-4	-7	-2
18	O=C(CSc1nnc(Cc2cc(=O)[nH]c(=O)[nH]2)n1-c1ccc(F)cc1)N1CCCCC1	7.6	.	-2	3	-3
19	COc1ccc(CCNc2cc(C)nc3c(-c4ccc(Cl)cc4)c(C)nn23)cc1OC	-0.6	15	-3	5	0
20	N#CC1=C(N)N2C(=C(C#N)C13CCCCC3)SC1CCCCC12O (stereo not given)	-0.3	1	-6	1	-1

no.	Cardiac RTF inh	DAGLB inh	Keap1 Nrf2 FP	CAL PDZ FP-2	Pemphigus Ab inh
11	-2	-8	3	-1.1	93
12	-3	3	7	0.0	100
13	-6	-1	-5	-0.9	90
14	2	-2	-6	-3.3	102
15	-5	0	2	-0.3	122
16	-38	0	1	-2.2	102
17	7	1	-2	-2.6	89
18	3	3	0	0.0	109
19	-5	-5	1	0.7	105
20	-4	2	-7	0.3	100

(listing goes on)
no.	Molecule	C-LANA FP	NSD2 inh	CAL PDZ FP-1	Arrestin-AP2 inh	V-ATPase pH
21	COC(=O)c1ccccc1NC(=O)COC(=O)c1ccc(C)c(NC(=O)c2ccco2)c1	-0.6	6	.	-5	2
22	COc1ccccc1N1CCN(CCc2n[nH]c(=S)n2-c2ccccc2)CC1	0.9	-1	-3	-22	1
23	N#Cc1cnn(Cc2ccc(Cl)cc2)c1N	-1.4	-1	-6	7	-8
24	Cc1ccc(-n2nc3c(N4CCC(C(=O)N5CCCCCC5)CC4)nnc(C)c3c2C)cc1	-0.7	9	-2	-3	-2
25	CC(C)(C)CC(=O)Nc1ccc(S(=O)(=O)N2CCCC2)cc1	0.2	1	.	-25	0
26	CCOC(=O)c1sc2nc(C)nc(SCC(=O)NC(C)CCc3ccccc3)c2c1C (stereo not given)	-0.5	-3	0	-3	0
27	COC(=O)c1ccccc1NC(=S)N(C)C	0.9	-2	-3	12	-1
28	CC1CCN(C(=S)c2ccc(N(C)C)cc2)CC1	0.7	11	.	-57	-4
29	COc1ccc(CNC(=O)CN(C)Cc2ccc(SC)cc2)cc1	0.7	-1	-5	34	4
30	CCOc1cc(C2NC(=O)NC(O)(C(F)(F)F)C2C(=O)c2ccc(OC)cc2)ccc1O (stereo not given)	0.3	-1	1	15	5

no.	Cardiac RTF inh	DAGLB inh	Keap1 Nrf2 FP	CAL PDZ FP-2	Pemphigus Ab inh
21	-3	-1	-2	-0.2	99
22	-5	-5	-1	-1.3	100
23	-8	-1	-5	.	107
24	2	2	-4	-4.4	105
25	-10	1	-3	-1.1	105
26	-8	-3	-7	-1.9	78
27	-8	1	1	-2.1	104
28	1	-2	2	-0.5	103
29	-7	-3	0	-1.1	101
30	3	-2	-2	.	101

Next section.
no.	Molecule	C-LANA FP	NSD2 inh	CAL PDZ FP-1	Arrestin-AP2 inh	V-ATPase pH
31	CS(=O)(=O)N(CC(=O)N1CCOCC1)c1cccc(F)c1	-0.8	1	0	-2	1
32	Nc1cc[n+](CC(=O)c2ccccc2)cc1	-0.6	2	-4	30	2
33	O=C(NCc1cccnc1)Nc1cc(Cl)cc(Cl)c1	-0.9	-4	-2	27	-3
34	CCCc1nc2ccccc2c(C(=O)N(CC)CC(=O)NCc2cccs2)c1CC	0.3	-4	.	-10	-4
35	CSc1nnc2c3ccccc3n(CCc3ccccc3)c2n1	-0.2	5	-2	5	1
36	COc1ccc(Cl)cc1NC(=O)CN(C)CC(=O)Nc1cccc(S(=O)(=O)N2CCCC2)c1	0.7	13	2	-1	1
37	Cc1cc(C)cc(Oc2ccc(-c3nnc(-c4ccccc4)o3)cc2[N+](=O)[O-])c1	2.1	1	-6	5	-1
38	O=C(NCCNc1ccc([N+](=O)[O-])cc1C(F)(F)F)c1ccccc1F	-1.2	29	-1	20	-2
39	Cc1ccc(C)c(OCCCC(C)(C)C(=O)O)c1	1.8	.	-1	20	0
40	COc1ccc2c(c1)C(=O)N1[C@H]3c4cc(Br)ccc4OC[C@@H]3[C@H](c3ccccc3)[C@]1(C)C(=O)N2	0.1	.	2	11	-14
41	Cc1sc(C(C2C(=O)CC(C)(C)CC2=O)C2C(=O)CC(C)(C)CC2=O)cc1[N+](=O)[O-]	-1.5	.	0	-2	9
42	COc1ccc(C(C)=O)cc1CON=C1CSCc2ccccc21	.	1	.	.	-1

no.	Cardiac RTF inh	DAGLB inh	Keap1 Nrf2 FP	CAL PDZ FP-2	Pemphigus Ab inh
31	-1	1	3	34	77*
32	0	-3	-4	-1.3	104
33	0	-2	-2	-4.3	106
34	0	1	-2	-2.1	102
35	-3	-6	-3	-2.0	.
36	-9	0	-4	-1.1	101
37	1	-1	-7	-0.6	103
38	-2	-6	-4	-0.6	106
39	7	0	0	-0.3	112
40	-20	-3	-8	0.6	96
41	5	5	-2	-2.2	83
42	.	-5	.	.	99
